# PRMT1 inh: blocks human protein arginine methyltransferase 1; Q99873; recombinant PRMT1, activity-based probe fluorescence polarization; inhibition, % at 2.79 µM; 1.3% of 370,000 active;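 active = inhibition above about 21% made by adding two undisclosed values, limit read from the data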
# TDP2 inh: blocks human TDP2 phosphodiesterase activity; O95551; recombinant TDP2, T5PNP hydrolysis, p-nitrophenol absorbance 415 nm; inhibition, % at 12.8 µM; 0.34% of 370,000 active; AID 720702;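 active = inhibition above the mean of all tested compounds plus 3 SD, set per campaign, cut at about 25% in these data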;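 note: 0% = DMSO with enzyme and 100% = buffer with substrate but no TDP2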
# Target sequence (O95551 whole entry, looked up): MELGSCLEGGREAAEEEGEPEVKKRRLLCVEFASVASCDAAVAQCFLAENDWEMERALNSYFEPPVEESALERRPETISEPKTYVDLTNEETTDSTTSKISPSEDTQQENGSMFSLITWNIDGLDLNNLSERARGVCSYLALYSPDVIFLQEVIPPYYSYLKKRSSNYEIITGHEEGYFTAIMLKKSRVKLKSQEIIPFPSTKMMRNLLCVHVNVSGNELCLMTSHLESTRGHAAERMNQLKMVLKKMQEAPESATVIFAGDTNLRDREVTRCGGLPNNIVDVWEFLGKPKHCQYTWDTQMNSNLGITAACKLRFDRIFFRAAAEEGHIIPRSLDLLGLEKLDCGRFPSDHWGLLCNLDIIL
#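 Evaluation: % inhibition relative to enzyme-containing and enzyme-free wells. Material: recombinant human TDP2. Benchmarks: enzyme-free and DMSO wells. Timing: enzyme reaction with compound for 2 h at 37 °C. Compound dosing: 12.8 µM only. Measured by: p-Nitrophenol epi absorbance. Reagent: T5PNP substrate at 5 mM, a TopII-DNA adduct mimic. Replication: single well per compound.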
# ABHD4 inh: inhibits mouse alpha/beta hydrolase domain 4 | Q8VD66 | purified mABHD4, FP-Rh probe fluorescence polarization | inhibition, % at 8.92 µM | 0.54% of 370,000 active | AID 720543;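 active = inhibition exceeding the mean over every tested compound plus 3 SD, cut at about 30% in these data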;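 note: 0% = plate median of compound wells and 100% = S159A mutant with DMSO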
# Target sequence (Q8VD66 whole entry, looked up, the tested form may be a part): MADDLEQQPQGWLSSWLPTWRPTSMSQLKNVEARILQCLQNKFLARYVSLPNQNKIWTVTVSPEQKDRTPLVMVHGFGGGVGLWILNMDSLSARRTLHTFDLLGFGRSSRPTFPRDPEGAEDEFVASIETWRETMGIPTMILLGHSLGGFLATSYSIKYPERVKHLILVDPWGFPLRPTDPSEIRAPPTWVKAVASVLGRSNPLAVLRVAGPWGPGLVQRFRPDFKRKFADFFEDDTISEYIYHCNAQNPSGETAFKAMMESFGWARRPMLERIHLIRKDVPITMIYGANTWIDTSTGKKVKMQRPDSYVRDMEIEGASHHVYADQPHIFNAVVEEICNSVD
#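 Assay system: Wild-type mouse ABHD4 protein | Medium: HEPES pH 7.0 buffer, 150 mM NaCl, 0.01% Pluronic F-127 | Incubation: Enzyme–compound pre-incubation 45 min, then probe 60 min, both 25 °C | Technique: Fluorescence polarization with parallel and perpendicular emission, 525/598 nm | Evaluation: % inhibition of FP-Rh probe binding versus controls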
# LEDGF integ inh: blocks HIV-1 LEDGF/p75-dependent DNA integration; TR-FRET IN-LEDGF/p75 DNA integration, Eu/Cy5; inhibition, % at 3.7 µM; 0.64% of 370,000 active; AID 743269;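 active = inhibition above the screen-wide mean plus 3 SD, cut at about 13% in these data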;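 note: signal is the Cy5 over europium emission ratio at 671 and 618 nm; 0% = plate median of compound wells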
# HTRA1 inhibitor: inhibitors of human serine peptidase HTRA1 | Q92743 | recombinant HTRA1, FP-rhodamine activity-based probe, fluorescence polarization | inhibition, % at 5.96 µM | 0.5% of 340,000 active | AID 504803; in the data active = inhibition above about 36%;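 note: 0% = enzyme with DMSO and 100% = wells lacking enzyme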
# SIAE inh: human SIAE inhibition, primary screen | inhibition, % at 9.66 µM | 0.69% of 370,000 active | SIAE FP-Rh probe binding, fluorescence polarization;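 active = inhibition above a cutoff: mean of compounds within the control limits plus 3 SD of those, cut at about 17% in these data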;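 note: 0% = plate median of compound wells and 100% = probe without SIAE protein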
# MBD2 DNA inh: MBD2-methylated oligo binding inhibition | inhibition, % at 4.4 µM | TR-FRET, MBD2 binding to methylated oligonucleotide | Q9UBB5 | AID 686964 | 0.31% of 370,000 active; in the data active = inhibition above about 13%
# Target sequence (Q9UBB5 whole entry, looked up): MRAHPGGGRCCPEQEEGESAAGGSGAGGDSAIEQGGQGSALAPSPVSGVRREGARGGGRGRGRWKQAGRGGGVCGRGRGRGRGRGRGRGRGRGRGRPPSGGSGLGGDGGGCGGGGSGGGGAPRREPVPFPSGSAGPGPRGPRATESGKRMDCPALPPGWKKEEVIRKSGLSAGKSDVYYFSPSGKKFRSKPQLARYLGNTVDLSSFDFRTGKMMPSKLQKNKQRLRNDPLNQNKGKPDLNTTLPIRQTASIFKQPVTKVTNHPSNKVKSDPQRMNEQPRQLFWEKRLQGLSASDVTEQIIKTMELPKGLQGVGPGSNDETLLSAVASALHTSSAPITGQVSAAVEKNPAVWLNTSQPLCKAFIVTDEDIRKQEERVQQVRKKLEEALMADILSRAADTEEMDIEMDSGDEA
# NPR2 activator: GC-B (human) receptor activation | HEK293-GC-B cells, CNP EC30, cGMP TR-FRET; 0% at EC30 CNP, 100% saturating CNP | activation, % at 10 µM | P20594 | 0.11% of 370,000 active;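 active = activation at 10 µM reaching about 35% in either raw or pattern-adjusted values, limit read from the data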
# rCAG RNA binder: molecules binding r(CAG) RNA repeats; r(CAG) RNA repeat, TO-PRO-1 dye displacement fluorescence; inhibition, % at 3 µM; 1.3% of 370,000 active;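 active = inhibition above the plate cutoff, the mean of all test compounds on that plate plus 3 SD, cut at about 35% in these data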;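 note: 0% = DMSO alone and 100% = 100 µM mitoxantrone as full dye displacement; higher means more dye released from RNA so lower well fluorescence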
# TCR CD3 inh: blocks the human TCR-CD3 interaction | AID 651800 | inhibition, % at 9.4 µM | 0.37% of 360,000 active | TAMRA-labeled TCR probe fluorescence, biochemical; in the data active = inhibition above about 19%;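 note: recombinant mutant TCR 2C K166C tagged with TAMRA read by polarization; 0% = receptor in buffer alone and 100% = receptor with positive control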
# An asterisk follows results filed as active; . = not tested or not shown. These rows are one share of the data; rates above refer to the full screens.
SMILES,PRMT1 inh,TDP2 inh,ABHD4 inh,LEDGF integ inh,HTRA1 inhibitor,SIAE inh,MBD2 DNA inh,NPR2 activator,rCAG RNA binder,TCR CD3 inh
CCOC(=O)C1CCCN(C(=O)c2[nH]c(C(F)(F)F)nc2-c2ccccc2)C1 (stereo unspecified),1.0,3.6,8.7,-3.8,.,7.2,-0.1,-6.5,1.9,-1.9
CC(=O)c1cc2c(cc1NC(=O)CN1CCCCC1C)OCO2 (stereo unspecified),1.6,0.6,10.2,-0.3,0.9,-2.2,-1.2,-2.1,-7.6,-6.4
O=C(C(=O)N1CCC(CNC(=O)C2COc3ccccc3O2)CC1)c1cc2ccccc2o1 (stereo unspecified),-2.2,-1.3,-2.5,2.2,.,0.2,0.1,-0.1,3.7,5.6
CC12CCC(C(=O)N(CCCN3CCN(Cc4ccccc4)CC3)C1=O)C2(C)C (stereo unspecified),3.9,4.5,3.1,3.2,-0.4,1.7,4.0,4.9,-9.3,0.2
COC(=O)CS(=O)(=O)c1cc(Br)cc2c1N(C(C)=O)CC2,-0.3,-11.8,-2.3,-3.5,-9.0,-6.7,-2.5,4.4,3.5,9.2
Cc1ccc(F)c(S(=O)(=O)NC(=O)C2(C)CCN2C(=O)CC(c2ccccc2)c2ccccc2)c1 (stereo unspecified),-2.0,-5.8,-3.4,3.3,.,-6.6,-0.9,-1.1,49.1*,2.3
COC(=O)[C@]12C[C@H](CC(=O)N3CCOCC3)C(=O)N(Cc3cccc4ccccc34)C1=C[C@H](C1CCCC1)O[C@@H]2C,-4.1,-0.7,1.3,-0.2,.,0.5,-4.6,-19.1,4.2,.
O=C1CC2c3ccccc3C1C1C(=O)N(CCO)C(=O)C21 (stereo unspecified),6.1,-4.1,-0.2,-8.1,-2.8,-0.9,-2.6,2.4,-1.4,-3.7
O=C1NC(c2ccccc2)(C(F)(F)F)C(=O)N1Cc1cccnc1 (stereo unspecified),-0.5,-20.6,-1.6,-0.5,-0.4,-7.4,-0.6,6.2,-2.0,-4.4
Cn1cnnc1SCC(=O)Nc1ccc2nc(SCc3cccc4ccccc34)sc2c1,0.1,-0.6,-64.2,1.0,-65.6,-12.4,-4.6,-8.8,9.8,1.6
CCOC(=O)N1CCC(NC(=O)c2cc(-c3ccc(F)cc3)[nH]c2C)CC1,-1.1,3.5,-3.3,-3.0,-0.7,3.9,0.4,-5.7,-5.6,8.0
Cc1c(C(=O)NCc2cccc([N+](=O)[O-])c2)sc(=O)n1Cc1ccc(C(C)C)cc1,-0.6,0.9,-16.2,-1.3,.,-21.1,-4.1,-6.2,5.5,4.8
COc1ccc(-c2sc3cc4c(cc3c2-c2ccc3c(c2)OCCO3)OCO4)cc1,-2.5,7.2,-6.4,-1.3,0.5,6.7,3.1,-0.1,2.6,1.5
C/C(NC(=O)c1cccc(F)c1)=C1/C(=O)C[C@@H]2[C@H]1C2(C)C,1.6,5.7,4.3,2.4,-8.5,-0.4,0.8,0.5,-0.8,4.7
CCC1(c2ccccc2)NC(=O)N(CC(=O)N(c2ccccc2)C2CCS(=O)(=O)C2)C1=O (stereo unspecified),2.3,0.9,4.7,-1.6,2.4,4.2,-5.4,0.7,1.3,2.6
Cc1ccccc1NC(=O)CCCC(=O)c1ccccc1,-4.6,3.6,-3.7,-1.4,3.9,-0.7,3.5,-0.7,-2.1,-1.0
O=C(O)c1ccc(-c2nc(-c3cccc(C(F)(F)F)c3)cs2)cc1,-1.2,-9.9,-1.9,5.3,3.8,3.8,-5.0,-4.2,2.4,2.6
COc1ccc(N(C(=O)C2CSC(=O)C2)C(C(=O)NC(C)(C)C)c2ccncc2)cc1 (stereo unspecified),-1.6,-1.6,-2.3,0.5,1.7,-1.7,-3.2,-0.6,-1.7,0.6
CC(C)C(=O)Nc1ccc(C(=O)NNC(=S)NC(=O)c2ccco2)cc1,5.6,-16.7,-1.3,1.6,3.5,-1.4,-0.3,-0.5,-0.9,33.3*
COc1ccc(OC)c(NC(=O)CSCC(=O)O)c1,1.5,5.2,1.6,1.0,0.6,-1.0,2.5,6.2,0.7,8.2
COc1ccc(N2CCN(C(=O)COc3ccc(S(=O)(=O)N4CCOCC4)cc3C)CC2)cc1,-0.2,6.0,-0.4,-0.5,-0.7,-1.3,3.4,2.7,2.4,2.2
N=c1sccn1CC(=O)N1N=C(c2ccc(Cl)cc2)CC1c1ccco1 (stereo unspecified),3.5,5.8,10.4,-3.4,5.3,-5.9,2.6,1.1,7.5,0.9
Cc1ccc(Sc2ccc(NC(=O)CCl)cc2)cc1C,-2.8,2.7,-17.1,2.0,-14.2,5.2,3.8,9.8,10.3,-1.3
CCOC(=O)C(C#N)C(Cc1ccccc1)c1ccco1 (stereo unspecified),-2.6,0.5,0.9,1.5,-4.7,-5.1,-3.4,-3.7,-0.9,6.5
Cc1nc(C2CCCCC2)c(-c2ccccc2)c(N2CCOC2=O)c1C,2.4,4.6,0.9,-0.1,-6.6,-4.5,2.4,-1.0,-1.1,-6.6

# In the list so far, four have a furan ring, fused or not.
SMILES,PRMT1 inh,TDP2 inh,ABHD4 inh,LEDGF integ inh,HTRA1 inhibitor,SIAE inh,MBD2 DNA inh,NPR2 activator,rCAG RNA binder,TCR CD3 inh
O=C(C(=O)N1CCC(CNC(=O)C2COc3ccccc3O2)CC1)c1cc2ccccc2o1 (stereo unspecified),-2.2,-1.3,-2.5,2.2,.,0.2,0.1,-0.1,3.7,5.6
CC(C)C(=O)Nc1ccc(C(=O)NNC(=S)NC(=O)c2ccco2)cc1,5.6,-16.7,-1.3,1.6,3.5,-1.4,-0.3,-0.5,-0.9,33.3*
N=c1sccn1CC(=O)N1N=C(c2ccc(Cl)cc2)CC1c1ccco1 (stereo unspecified),3.5,5.8,10.4,-3.4,5.3,-5.9,2.6,1.1,7.5,0.9
CCOC(=O)C(C#N)C(Cc1ccccc1)c1ccco1 (stereo unspecified),-2.6,0.5,0.9,1.5,-4.7,-5.1,-3.4,-3.7,-0.9,6.5

# The listing continues.
SMILES,PRMT1 inh,TDP2 inh,ABHD4 inh,LEDGF integ inh,HTRA1 inhibitor,SIAE inh,MBD2 DNA inh,NPR2 activator,rCAG RNA binder,TCR CD3 inh
C1CC(CN2CCOCC2)CN(Cc2nc(CC3CC3)no2)C1 (stereo unspecified),-0.6,-4.8,3.3,4.1,7.4,-7.6,0.0,7.0,-2.7,1.2
CCCC(=O)Nc1ccc2c(c1)nc(CCNC(=O)c1ccco1)n2C,7.4,10.1,-1.1,-3.7,.,-0.6,0.3,0.1,-1.0,-4.2
O=C(NCCCc1ccccc1)[C@H](CO)NC1(C(=O)NCCc2c[nH]c3ccccc23)CCCCC1,3.3,-6.3,2.4,0.6,.,6.7,1.8,-6.0,.,.
C=C(C)CSc1nc2sc3c(c2c(=O)n1-c1ccccc1)CCN(C)C3,4.6,11.0,-2.5,0.6,-24.4,-3.9,-0.9,0.6,6.4,9.3
COc1nc2ccccc2nc1N1CCN(Cc2ccc3c(c2)OCO3)CC1,-4.3,-4.0,-7.8,4.4,-0.1,4.2,3.4,-3.4,-2.3,-3.9
CCOc1cc(CN2CCc3c([nH]c4ccccc34)C2)ccc1OC,0.9,5.2,6.5,-0.8,-2.9,2.3,1.6,-3.4,-3.5,1.1
COc1ccc(CCC(=O)N2CCN(c3ccc([N+](=O)[O-])cc3)CC2)cc1OC,0.5,-6.5,-1.1,-2.1,9.8,-1.1,0.6,-2.5,0.2,-1.1
O=C(NCCNC(=O)c1cc(OCC(F)(F)F)ccc1OCC(F)(F)F)Nc1ccc(OC(F)(F)F)cc1,-2.1,6.0,-5.7,-3.6,-1.6,-4.8,1.0,-2.3,-5.6,10.1
CCOC(=O)Cn1c(=O)oc2cc(S(=O)(=O)N3CCN(c4ccccn4)CC3)ccc21,3.0,3.0,-0.1,-4.6,3.4,4.4,2.9,5.7,0.3,0.0
Cc1ccc(S(=O)(=O)N(CC(=O)Nc2cccnc2)c2ccc(Br)cc2)cc1,-3.6,-19.9,-3.6,-2.1,-20.0,-13.0,-1.9,-11.7,-0.7,-3.1
O=C(CC1CC2CCC1C2)NCc1cccs1 (stereo unspecified),3.5,0.5,-7.7,3.0,6.7,-9.0,9.8,-2.3,0.8,-5.9
CC1(C)N=C(N)N=C(N)N1c1ccc(OCC(=O)Nc2ccccc2)c(Cl)c1,0.3,-3.2,1.9,-0.8,6.2,5.2,-2.1,7.2,8.7,-2.9
CC(=O)N1CCc2cc(NC(=O)C3(C)CCN3Cc3ccccc3OC(F)F)ccc21 (stereo unspecified),-0.2,-0.4,-2.7,1.1,.,0.4,-5.1,8.9,-2.1,-3.4
CCOC(=O)Cn1cc(Cl)c(=O)c(Cl)c1,-6.3,0.0,1.8,1.1,-0.1,1.1,-3.2,-4.2,-0.7,2.5
COc1ccccc1N(CC(=O)NCC1CCCO1)C(=O)CCC(=O)Nc1nccs1 (stereo unspecified),0.4,8.8,1.3,-0.8,1.8,-0.8,-2.1,-3.8,-8.2,2.0
COc1ccc(CNC(=O)c2ccc(Br)o2)cc1,-0.2,5.8,2.2,-2.5,-10.3,-1.3,-6.0,6.0,0.4,3.4
CCNC(=O)c1ccccc1SCc1ccccc1,-3.9,7.1,1.1,14.1*,-4.3,1.7,4.1,-3.9,0.7,7.1
O=C(NC1CCCC1)C(c1ccncc1)N(Cc1ccco1)C(=O)c1ccc(-c2ccccc2)[nH]1 (stereo unspecified),1.1,13.1,-2.1,-0.1,-10.1,-2.4,-2.1,1.5,1.5,12.7
O=C(NNC(=S)Nc1cccc(C(F)(F)F)c1)c1ccc(Cl)cc1Cl,-3.6,-5.8,-1.0,3.5,15.1,8.4,-6.2,0.1,62.4*,1.0
COC(=O)c1[nH]c2ccccc2c1NC(=O)CN1CCN(c2cccc(Cl)c2)CC1,-1.6,-1.7,6.2,-3.5,-20.3,3.7,-0.7,12.1,-4.2,3.5
CN1CCN(C(=O)C2(NC(=O)Nc3ccccc3Cl)CCCCC2)CC1,-4.7,-4.2,3.1,0.3,0.0,9.8,-5.0,3.7,0.8,7.4
Cc1nc(-n2nnc(CO)c2CO)nc2c1CCC2,3.7,-4.2,-2.9,-6.1,-1.0,0.9,4.6,-3.8,-1.6,4.5
CC(C)(C)OC(=O)[C@H](Cc1ccccc1)NC(=O)c1[nH]cnc1C(=O)N[C@@H](Cc1ccccc1)C(=O)OCc1ccccc1,1.4,-13.0,-36.4,1.8,-32.8,-34.0,0.9,5.7,12.3,9.3
CCNC(=O)c1ccccc1-c1nc(-c2ccccc2OC)no1,-1.0,-8.5,3.2,0.1,6.5,0.9,-3.0,2.4,0.4,8.4
Cc1ccc(S(=O)(=O)/N=C(\N)Nc2nc(C)c3ccc(C)cc3n2)cc1,-1.3,-6.0,-0.1,1.0,-61.0,-23.5,-0.4,-0.8,22.9,3.5
NC(=S)Nc1ccc2c(c1)OCO2,6.0,10.0,4.7,2.3,0.9,3.6,-1.6,2.5,-2.6,4.5
COc1cc2c(cc1OC)C(c1ccccc1Br)NC(=O)C2 (stereo unspecified),4.5,4.8,-7.0,-4.6,-6.3,-3.7,7.8,9.4,-6.1,-14.6
CC1CCCCC1NC(=O)COC(=O)c1c2c(nc3ccccc13)/C(=C\c1ccco1)CC2 (stereo unspecified),14.3,-12.3,33.1*,27.2*,56.9*,11.6,7.1,1.1,54.5*,6.1

# High-throughput results as filed in PubChem.
